# High-throughput results (PubChem)
# RBX1-CUL1 inh: blocks human RBX1-Cullin-1 di-ubiquitin formation; P62877+Q13616; in vitro K48 di-Ub FRET, acceptor:donor ratio, 45 min; inhibition, % at 10 µM; 140,000 compounds, 0.6% hits; AID 1347404; in the data active means inhibition above about 25%
# Target sequence (P62877 whole entry, looked up): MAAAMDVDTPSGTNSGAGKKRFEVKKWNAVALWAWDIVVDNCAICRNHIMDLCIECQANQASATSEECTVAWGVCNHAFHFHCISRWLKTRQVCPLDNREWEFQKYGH
# Target sequence (Q13616 whole entry, looked up): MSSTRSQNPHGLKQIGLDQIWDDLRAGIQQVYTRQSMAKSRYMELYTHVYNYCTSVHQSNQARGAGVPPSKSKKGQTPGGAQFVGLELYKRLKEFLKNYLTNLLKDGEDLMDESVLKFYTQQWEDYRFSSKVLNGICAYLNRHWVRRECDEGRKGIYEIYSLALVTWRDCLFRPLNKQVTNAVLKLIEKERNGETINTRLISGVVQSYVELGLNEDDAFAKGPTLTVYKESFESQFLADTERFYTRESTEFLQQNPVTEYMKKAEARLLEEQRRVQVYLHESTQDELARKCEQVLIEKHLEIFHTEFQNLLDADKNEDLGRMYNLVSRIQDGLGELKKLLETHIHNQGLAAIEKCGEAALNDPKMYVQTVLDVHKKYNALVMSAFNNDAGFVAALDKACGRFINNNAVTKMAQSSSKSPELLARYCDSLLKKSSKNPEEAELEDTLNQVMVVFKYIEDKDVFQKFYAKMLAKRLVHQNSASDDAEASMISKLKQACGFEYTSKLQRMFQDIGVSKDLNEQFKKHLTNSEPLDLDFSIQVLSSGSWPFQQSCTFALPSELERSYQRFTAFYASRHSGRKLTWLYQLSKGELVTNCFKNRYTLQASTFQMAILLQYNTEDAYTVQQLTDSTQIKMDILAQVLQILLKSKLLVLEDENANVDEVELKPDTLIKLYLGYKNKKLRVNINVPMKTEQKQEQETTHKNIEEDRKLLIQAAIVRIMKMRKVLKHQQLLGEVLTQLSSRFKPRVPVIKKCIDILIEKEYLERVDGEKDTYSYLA
# * = called active by the depositor. The list is partial, so the mix of outcomes need not match the whole.
SMILES,RBX1-CUL1 inh
CCOc1ccc(C(=O)NCC(c2ccc3c(c2)OCO3)N2CCN(C)CC2)cc1 (configuration not stated),-3
COc1cccc(C2C(C(=O)c3ccccc3)C(=O)C(=O)N2CCc2c[nH]c3ccccc23)c1 (configuration not stated),10
O=C(NNc1cccc(Cl)n1)Nc1ccccc1F,10
CC1(C)CC(=O)c2c(-c3ccc(Cl)cc3)n[nH]c2C1,-1
Cc1ccc(CNC(C)c2ccccc2)cc1 (configuration not stated),8
CCOc1ccc2c(c1)-c1c(sn(-c3cccc4ccccc34)c1=S)C(C)(C)N2,-2
COc1ccccc1NC(=O)CSc1nc2c(oc3ccccc32)c(=O)n1-c1ccc(C)cc1,-7
COc1nc(OC)nc(Oc2ccc(Cl)c([N+](=O)[O-])c2)n1,3
Cc1nc(C(=O)NCc2nc(-c3ccccc3NC(=O)CC3CCCC3)oc2C)cs1,-2
CCSc1ccc2c(c1)C(N1CCN(C)CC1)Cc1ccc(F)cc1S2 (configuration not stated),7
Cc1nonc1CC(=O)N1CCc2ccc(NC(=O)C3CCCO3)cc2C1 (configuration not stated),-6
CCS(=O)(=O)N1N=C(c2ccc(C)cc2)CC1c1cc2ccc(OC)cc2nc1Cl (configuration not stated),2
CCOc1ccc(NCC(CC(=O)O)C(=O)O)cc1 (configuration not stated),6
COC(=O)[C@H](CC(C)C)N1C(=O)[C@@H]2[C@H](C1=O)[C@@H]1C=C[C@H]2C1,2
COC(=O)C1C(C)=NC2=C(C(=O)CCC2)C1c1cc(COc2ccc(F)cc2Cl)c(C)s1 (configuration not stated),-11
CS(=O)(=O)N1CCSC1c1ccccc1 (configuration not stated),-1
COc1ccc(CNC2COc3c(cccc3OC)C2)c(F)c1 (configuration not stated),6
Cc1cccc(OC(C)C(=O)NC2CCCCCC2)c1 (configuration not stated),4
O=C(COc1ccc(C2Nc3ccccc3S(=O)(=O)N2Cc2ccccc2)cc1)Nc1ccccc1 (configuration not stated),7
N#Cc1c(NC(=O)c2cc3ncc(Br)cn3n2)sc2c1CCCC2,-8
CCOC(=O)C1C(C)=NC(SCc2ccc(Br)cc2)=NC1c1ccccc1OC (configuration not stated),7
COc1ccc(C(=O)Nc2ccnn2C2CCN(Cc3ccc(C)s3)CC2)cc1,-4
O=C(O)/C=C/c1cc(Br)ccc1OC(F)F,-2
Cc1ccc(Nc2c(-c3ccc(C)cc3)nc3c(C)cccn23)cc1,-7
Cc1ccc(N2CC(C(=O)N3CCCC(C)C3)CC2=O)c(C)c1 (configuration not stated),6

# Next part (two carried over from the part before).
SMILES,RBX1-CUL1 inh
Cc1ccc(Nc2c(-c3ccc(C)cc3)nc3c(C)cccn23)cc1,-7
Cc1ccc(N2CC(C(=O)N3CCCC(C)C3)CC2=O)c(C)c1 (configuration not stated),6
CC(Oc1ccc(Cl)cc1)/C(N)=N\O (configuration not stated),1
CCCCC(=O)Nc1ccc(Cl)cc1C(=O)O,-4
O=C(Nc1ccc(N2CCOCC2)cc1)c1cc(Cl)ccc1Cl,1
CCOC(=O)c1ccc(NC(=O)c2ccc3c(c2)CCN3S(=O)(=O)c2ccc(Cl)cc2)cc1,16
Cc1ccc(NC(=O)CSc2nc3c(c(=O)[nH]2)CN(Cc2ccc4c(c2)OCO4)CC3)cc1C,8
C=CCn1nnc(NC(=O)c2ccc(Cl)cc2Cl)n1,4
CCOC(=O)C1(Cc2ccccc2C(F)(F)F)CCN(C)CC1,-2
CCN1CCC(C(=O)N2CCCC(CCc3ccccc3C)C2)CC1 (configuration not stated),-2
CCc1cc(-c2n[nH]c(=S)n2N)n(C)n1,1
Cc1ccc(-n2c(SCC(=O)Nc3c(C)cccc3C)nc3sc4c(c3c2=O)CCCC4)cc1,-12
COCCNC(=O)CCc1c(C)nc2c(c(C)nn2-c2ccc(C)cc2)c1C,5
O=S(=O)(Cc1c(F)cccc1Cl)NC1CCCCC1,2
O=C(CNC(=O)OCc1ccccc1)Nc1ccc([N+](=O)[O-])cc1,11
COCCC1CCCCN1C(=O)CC1(c2cccc(C(F)(F)F)c2)CC(=O)N(C2CC2)C1=O (configuration not stated),0
CCOC(=O)C1=NOC2(CC(=O)N(c3ccc(F)c(Cl)c3)C2=O)C1 (configuration not stated),4
CCC1CCCCN1CCCNC(=O)c1sc2nc(C)cc(C)c2c1-n1cccc1 (configuration not stated),-8
O=C(/C=C\c1ccco1)Nc1ccc(N2CCN(C(=O)c3ccccc3)CC2)cc1,8
COc1cccc(C2Oc3ccc(C)cc3C(=O)C2=O)c1 (configuration not stated),-2
Fc1cccc(NC2CCCN(Cc3ccccn3)C2)c1 (configuration not stated),4
COCCCNc1nc2nonc2nc1N1CCCN(C2CCCC2)CC1,4
CN(C)c1ccc(C(CNS(=O)(=O)c2ccc(Cl)cc2)N2CCOCC2)cc1 (configuration not stated),-4
Cc1cc2nc(-c3ccc(NC(=O)c4ccccc4F)cc3)oc2cc1C,7
Fc1ccc(Cc2nnc3sc(C4CC4)nn23)cc1,3
Cc1ccc(NC(=O)COc2ccccc2)c(O)c1,2
CCCNS(=O)(=O)c1ccc(NC(=O)C2CCN(C(C)=O)CC2)cc1,4

# The list goes on.
SMILES,RBX1-CUL1 inh
COCc1[nH]nc2c1C(c1ccc(C(C)C)cc1)C(C#N)C(=N)O2 (configuration not stated),1
CCOC(=O)c1c(-c2ccc(Br)cc2)csc1NC(=O)c1cccs1,6
CC(C)n1c(SCC(=O)Nc2ccc(F)cc2)nc2c(oc3ccccc32)c1=O,5
CCOC(=O)c1sc(NC(=O)c2nc3nc(C)cc(C(F)F)n3n2)c(C(=O)OC(C)C)c1C,-7
Cc1n[nH]c(C)c1N=Nc1cccc(Cl)c1,4
CCCn1ncc(C(=O)NCC2CCN(c3cnn(C)c(=O)c3)C2)c1C (configuration not stated),-6
Cc1ccc(CNC(=O)CCCCCn2c(=O)c3sccc3n(CC(=O)N(C)c3ccccc3)c2=O)cc1,-3
Cc1ccc(NC2SC(=O)N(Cc3cccc(C(=O)O)c3)C2=O)c(C)c1 (configuration not stated),1
O=C(COc1ccccc1Cl)c1ccccc1,0
CCCN1CCN(CC2=NC(=O)NC(c3ccc(Cl)cc3)C2C(=O)OCC)CC1 (configuration not stated),-1
COc1ccc(OCc2nnc(SCC(=O)Nc3cc([N+](=O)[O-])ccc3C)n2C)cc1,-5
CC(=O)Nc1ccccc1-c1nc2ccccc2n(C(C)C(=O)c2ccc(C)c(C)c2)c1=O (configuration not stated),-3
O=C(CS(=O)(=O)c1cccc2nsnc12)N1CCN(c2ccccc2F)CC1,-1
COc1ccccc1C(=O)Nc1ccnn1C1CCN(C(=O)Cn2cccn2)CC1,5
CCN1CCC(NC(=O)C(C)Oc2cccc(Br)c2)CC1 (configuration not stated),3
Cc1ccccc1Cn1c(=O)n(CCCCC(=O)NCc2ccccc2Cl)c(=O)c2ccccc21,2
Cc1nc2sc3c(c2c2nnc(-c4ccccc4)n12)CCC3,0
O=C(CSc1nccn1-c1cccc(Cl)c1)Nc1cccc(C(F)(F)F)c1,6
COc1ccc(CC(=O)O)cc1SCc1ccccc1I,14
COc1ccc(NC(=S)NC(=O)c2ccc(C)cc2)cc1,-3
O=C(Oc1cccc2cccnc12)c1ccc(F)cc1,0
CCc1ccc(NC(=O)c2cc(=O)c3ccc(C)c(C)c3o2)cc1,-5
COc1cc(CO)cc(Cl)c1OS(=O)(=O)c1ccc(C)cc1,-10
COC1OC(OC)C2OC(=S)OC12 (configuration not stated),1
Cc1ccccc1C(=O)Nc1cc(C)c(O)c(-c2nc3ccccc3o2)c1,-7

# (continued)
SMILES,RBX1-CUL1 inh
O=C(NC(=S)Nc1ccc(I)cc1)c1cncc(Br)c1,7
CCN1CCN(C(=O)CCC2CCN(Cc3ccc(F)c(OC)c3)CC2)CC1,-3
CCC(C(=O)Nc1ccccc1C(=O)OC)n1nc(C)c2c(C)n(-c3ccc(C)cc3)nc2c1=O (configuration not stated),-3
COc1nn(CC(=O)N2N=C(C)CC2(O)C(F)(F)F)cc1[N+](=O)[O-] (configuration not stated),4
CCOc1ccc(NC(=O)CSc2nnc(C(C)NC(=O)c3ccccc3C)n2C)cc1 (configuration not stated),7
COc1cc(/C=N/NC(=O)CNC(=O)COc2ccccc2C)ccc1OCc1ccc(Cl)cc1,5
O=C1CCCN1CC(=O)N1CCC2(CCCN(CCCc3ccccc3)C2)C1 (configuration not stated),-10
CN(CC(O)COc1ccccc1CN1CCNC(=O)C1)C1CCCCC1 (configuration not stated),2
COc1ccc(CNC(=O)c2cnc3sc(N4CCC(C)CC4)nn3c2=O)c(OC)c1,-2
CCCCc1ccc(-n2nc3ccc(NC(=O)c4ccc(OCC)cc4)cc3n2)cc1,5
COc1ccccc1-c1ncc(CN2CCCC2c2ccc(C(N)=O)s2)cn1 (configuration not stated),-5
COc1ccc(CC(=O)Nc2cc(C)ccn2)cc1,-1
Cc1cc(C)c(NC(=O)Cn2ncc(N(C)C)cc2=O)c(C)c1,3
Cc1ccc(C(CC(=O)NC2CCCCC2)c2ccccc2)c(O)c1C (configuration not stated),6
COCC(=O)Nc1cc(C(=O)NC(C)Cc2ccccn2)c2c(c1)ncn2Cc1ccc(F)cc1 (configuration not stated),6
CCN(CC)c1ccc2cc(-c3nnc(-c4cccc(Cl)c4)o3)c(=O)oc2c1,4
Cc1ccc(CCNC(=O)c2ccc(CNS(=O)(=O)c3ccc(F)cc3)cc2)cc1,0
Cc1ccc(S(=O)(=O)N2Cc3ccccc3C(C)CC23CCCCC3)cc1 (configuration not stated),0
CCOc1ccc(CCNC(=O)c2cc3cc4ccc(OC)cc4nc3s2)cc1OCC,8
CCc1cc(C(=O)NCc2nc(-c3ccccc3NC(=O)CC3CCCC3)oc2C)no1,-6
CC(C)C(=O)NC(=S)Nc1ccccc1C(=O)Nc1ccccc1,1
COC(=O)c1ccccc1NC(=O)CSc1nncn1C,5
CN(C)c1ncc(CN2CCC(CCC(=O)Nc3ccc4c(c3)OCCO4)CC2)s1,3
CCOc1ccc(OCC)c(NC(=O)c2ccc(-c3ccccc3)s2)c1,-3
CN1CCN(n2c(-c3ccc(Cl)cc3Cl)csc2=Nc2ccccc2)CC1,4

# Additional entries:
SMILES,RBX1-CUL1 inh
CSCCN1C(=O)CCC1CCNCCOc1ccc(F)cc1 (configuration not stated),-15
COC(=O)c1cc2sccc2n1Cc1nc(-c2ccc(C)cc2)oc1C,6
COCCNC(=O)CCCn1c(=O)c2cc(OC)c(OC)cc2n(CC(=O)Nc2ccc(F)cc2)c1=O,-1
Cc1nc2nc(NC(=O)C(C)C)[nH]c(=O)c2nc1C(C)OC(=O)C(C)C (configuration not stated),5
Cc1ccc(CNC(=O)c2ccc(Cn3c(SCc4ccccc4F)nc4cccnc43)cc2)cc1,4
NCCc1cc(=O)[nH]c(-c2ccccn2)n1,-1
CC(Oc1ccc(Br)cc1Br)C(=O)NC1CCCCC1 (configuration not stated),8
CCOC(=O)C(C(C)=Nc1ccc(C)cc1)c1c(O)cc(Br)c(O)c1Br (configuration not stated),4
COCc1ccc(CN2CCCC(CCC(=O)N3CCOCC3)C2)o1 (configuration not stated),4
CCN1CC(c2ccccc2)C(c2ccc(Cl)cc2)=N1 (configuration not stated),8
CSc1c2c(nn1-c1ccccc1)CC(C)(C)CC2=O,8
COCCCN1C(=O)C(=O)C(C(=O)c2ccc(OC)c(C)c2)C1c1ccc(OC)cc1 (configuration not stated),5
Cc1cc(C)n(C(C)CC(=O)NCc2ccc(Cl)cc2)n1 (configuration not stated),-1
CC1CCN(C(=O)Cn2cc(SCC(=O)NCc3ccc(F)cc3)c3ccccc32)CC1,5
NS(=O)(=O)c1ccc(-n2cccc2C=C2C(=O)NC(=S)NC2=O)cc1,11
c1cc(-n2cnnn2)ccc1Cc1nn[nH]n1,-1
O=C1NN=C(c2ccccc2)Cc2ccccc21,3
O=[N+]([O-])c1cc(Cc2ccccc2)cc(C=Nc2ccc3c4c(cccc24)CC3)c1O,3
CCOc1ccc2c(c1)-c1c(ssc1=Nc1ccccc1)C(C)(C)N2,1
O=C(Nc1ccccc1)N(Cc1cccs1)c1ccc(Cl)cc1,2
CCOC(=O)C(=O)Nc1ccccc1Br,5
Cc1cn2c3c(=O)n(Cc4ccccc4F)c(=O)n(C)c3nc2n1CCCN(C)C,-5
COc1ccc(C(=O)/C=C/c2ccc(N=[N+]=[N-])cc2)cc1,3
CCc1noc(C)c1C(=O)N1CCC2(CCCN(CC3CCC3)C2=O)C1 (configuration not stated),-4

# Six compounds drawn at random from those above:
SMILES,RBX1-CUL1 inh
CSc1c2c(nn1-c1ccccc1)CC(C)(C)CC2=O,8
O=[N+]([O-])c1cc(Cc2ccccc2)cc(C=Nc2ccc3c4c(cccc24)CC3)c1O,3
Cc1cc(C)n(C(C)CC(=O)NCc2ccc(Cl)cc2)n1 (configuration not stated),-1
CCN1CC(c2ccccc2)C(c2ccc(Cl)cc2)=N1 (configuration not stated),8
Cc1cn2c3c(=O)n(Cc4ccccc4F)c(=O)n(C)c3nc2n1CCCN(C)C,-5
NCCc1cc(=O)[nH]c(-c2ccccn2)n1,-1

# Of the compounds above, these have a COOH group:
SMILES,RBX1-CUL1 inh
CCOc1ccc(NCC(CC(=O)O)C(=O)O)cc1 (configuration not stated),6
O=C(O)/C=C/c1cc(Br)ccc1OC(F)F,-2
CCCCC(=O)Nc1ccc(Cl)cc1C(=O)O,-4
Cc1ccc(NC2SC(=O)N(Cc3cccc(C(=O)O)c3)C2=O)c(C)c1 (configuration not stated),1
COc1ccc(CC(=O)O)cc1SCc1ccccc1I,14
